IDH1 R132H inh = human IDH1 R132H inhibition; actives 0.093% (n = 390,000); Potency, µM (highest dose often 76.6 µM), for the others: at the top dose activity change, negative = inhibition, usual class: inhibitors; IDH1-R132H enzyme, NADPH consumption, diaphorase/resazurin fluorescence; O75874; also: potency is read from the fitted curve at half-maximal effect; % is scaled to controls: 0 for no effect and ±100 for the full control effect; nearly all actives have a fitted effect of over 65% in size
Target sequence (O75874 whole entry R132H, stated change not applied): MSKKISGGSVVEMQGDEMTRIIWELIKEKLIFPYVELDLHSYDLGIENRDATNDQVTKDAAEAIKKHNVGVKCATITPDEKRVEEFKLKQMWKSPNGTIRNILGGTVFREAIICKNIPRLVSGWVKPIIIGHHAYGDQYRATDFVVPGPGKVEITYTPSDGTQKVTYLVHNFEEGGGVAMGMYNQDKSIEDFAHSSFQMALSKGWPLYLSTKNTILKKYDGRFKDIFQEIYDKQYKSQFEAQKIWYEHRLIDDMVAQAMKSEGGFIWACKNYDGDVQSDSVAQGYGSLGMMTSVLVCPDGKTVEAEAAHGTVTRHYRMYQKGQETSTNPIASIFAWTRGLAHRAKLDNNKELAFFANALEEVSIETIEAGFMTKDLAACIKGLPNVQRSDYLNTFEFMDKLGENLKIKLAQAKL
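IDH1-R132H (0.5 ug/mL) preincubated 30 min with compound, then NADPH (0.016 mM) and alpha-KG (2 mM) added; 80 min at RT, pH 7.5. Remaining NADPH coupled via diaphorase/resazurin to fluorescence (540/590 nm); concentration-response curves normalized to no-enzyme control.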
TrxR1 inh = blocks rat thioredoxin reductase 1. O89049. recombinant rTrxR1, NADPH fluorescence consumption, selenite substrate. Potency, µM (doses to about 114 µM), inactives show at the highest dose activity change, negative = inhibition, usual class: inhibitors. actives 1% (n = 390,000). AID 588453; also: potency is read from the fitted curve at half-maximal effect; % is scaled to controls: 0 for no effect and ±100 for the full control effect; nearly all actives have a fitted effect of over 65% in size
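Rat TrxR1 (90 nM in the dispensed reagent) was pre-reduced with 400 uM NADPH for 5 min at room temperature, then incubated with compound for 15 min. After 400 uM selenite was added, NADPH fluorescence (Ex 340/Em 450 nm) was followed for 8 min.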
LDHA inh = inhibitors of human lactate dehydrogenase A; purified LDHA, NADH/diaphorase-resazurin fluorescence; active compounds read low; activity change, % (values are at about 110 or 230 µM); actives 0.15% (n = 480,000); AID 1347041; in the data active = activity change below about -30%; inconclusive = mostly about -25% to -30%;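 also: plate controls were DMSO wells for no effect and wells without enzyme for full effect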
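Resorufin fluorescence (ex540/em590), read at 0 and 20 min after diaphorase/resazurin addition, reports the NADH left after a 5 min room-temperature reaction of 2 nM human LDH5 with 0.06 mM NADH and 0.2 mM pyruvate.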
RGS4 inhibitor = human RGS4 inhibition; P49798; Transcreener GDP fluorescence polarization, RGS4-accelerated GTP hydrolysis; Potency, µM (highest dose often 114 µM), for the others: top-dose activity change, negative = inhibition, actives largely listed as inhibitors; actives 0.039% (n = 390,000); AID 504845; also: potency is read from the fitted curve at half-maximal effect; % is scaled to controls: 0 for no effect and ±100 for the full control effect; nearly all actives have a fitted effect of over 75% in size; some results filed as inactive show a strong effect at the top dose
Target sequence (P49798 whole entry, looked up): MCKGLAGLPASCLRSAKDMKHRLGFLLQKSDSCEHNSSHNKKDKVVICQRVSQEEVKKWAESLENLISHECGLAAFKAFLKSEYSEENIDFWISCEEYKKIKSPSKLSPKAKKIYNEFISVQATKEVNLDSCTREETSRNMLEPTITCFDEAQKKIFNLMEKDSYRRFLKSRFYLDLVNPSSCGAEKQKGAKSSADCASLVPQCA
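MLSMR compounds (23 nl, pin-transferred) preincubated 10 min at room temperature with a 500nM (2x) first reagent, then RGS4 at 900nM (2x) plus Transcreener GDP mix added; fluorescence polarization (620/688 nm) read before and after 90 min at 30 °C.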
TrxR1 substrate = is turned over as a substrate by rat TrxR1; O89049; purified TrxR1 substrate turnover, NADPH consumption readout; Potency, µM (titrated, usually from 114 µM), for inactives: at the top dose activity change, negative = substrate turnover; actives 0.01% (n = 390,000); also: potency is read from the fitted curve at half-maximal effect; % is scaled to controls: 0 for no effect and ±100 for the full control effect; nearly all actives have a fitted effect of over 50% in size
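Rat TrxR1, dispensed at 90 nM, was prereduced with 400 uM NADPH (final) for 5 min at ~22 deg C, then incubated with compound 15 min before 400 uM selenite. A first-read NADPH fluorescence drop versus no-compound background flagged substrates.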
GRP78 ERSR act = induces the endoplasmic reticulum stress response in human glioma cells; U87-MG GRP78 promoter luciferase reporter, 16 h; Potency, µM, for inactives: top-dose activation, hits mostly activators; actives 0.02% (n = 420,000); also: potency is read from the fitted curve at half-maximal effect; series mostly up to about 76 µM; % of control where 0% means no effect; nearly all actives have a fitted effect of over 35% in size
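Stably transfected U87-MG glioma cells carrying a GRP78-based luciferase sensor; 16 h compound incubation. Luminescence end-point read 10 min after Bright-Glo addition at room temperature.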
USP1-UAF1 inh = blocks the human USP1/UAF1 deubiquitinase complex. Potency, µM (top dose mostly 57.1 µM), without a hit: top-dose activity change, negative = inhibition, actives largely listed as inhibitors. AID 743255. recombinant USP1/UAF1, Ub-Rhodamine cleavage fluorescence. actives 0.23% (n = 390,000); also: potency is read from the fitted curve at half-maximal effect; % is scaled to controls: 0 for no effect and ±100 for the full control effect; nearly all actives have a fitted effect of over 60% in size; inactives centre near -12
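1 nM enzyme complex + cpd, 15 min RT; start with Ub-Rho 150nM final; kinetic fluorescence ex 480/em 540, 6 reads q60 s. Buffer 50mM HEPES pH 7.8, 0.5mM EDTA, 0.1 mg/ml BSA, 1mM TCEP, 0.01% Tween-20.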
Vif-APOBEC3G blk = blocks the Vif interaction with human APOBEC3G. Q9HC16. HeLa A3G-eYFP + Vif (tagged APOBEC3G with the HIV-1 protein that degrades it), YFP fluorescence, overnight. Potency, µM (series often up to 46.1 µM), for inactives: top-dose activity, negative = active, usual class: inhibitors. actives 0.076% (n = 410,000). AID 602310;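 also: potency is read from the fitted curve at half-maximal effect; % is scaled to controls: 0 for no effect and ±100 for the full control effect; nearly all actives have a fitted effect of over 60% in size; hits raise eYFP signal because A3G escapes Vif-driven loss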
Target sequence (Q9HC16 whole entry, looked up): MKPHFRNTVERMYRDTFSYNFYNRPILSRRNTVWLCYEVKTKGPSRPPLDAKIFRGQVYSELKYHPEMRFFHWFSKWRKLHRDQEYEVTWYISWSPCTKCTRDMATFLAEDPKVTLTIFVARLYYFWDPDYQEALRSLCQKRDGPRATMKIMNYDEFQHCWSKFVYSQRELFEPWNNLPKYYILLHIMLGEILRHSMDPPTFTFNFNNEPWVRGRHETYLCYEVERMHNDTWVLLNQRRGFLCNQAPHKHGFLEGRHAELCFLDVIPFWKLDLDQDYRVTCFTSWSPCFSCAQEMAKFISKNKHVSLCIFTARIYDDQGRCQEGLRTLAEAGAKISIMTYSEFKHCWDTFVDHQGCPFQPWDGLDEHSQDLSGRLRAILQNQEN
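Read-out is eYFP fluorescence (Ex 488/Em 500-530) from Vif-expressing HeLa A3G-eYFP cells; more signal means A3G escaped Vif-mediated degradation. Cells plated overnight, compound pinned in, incubated overnight at 37 deg C.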
Vif-APOBEC3F blk = inhibitors of Vif-A3F interaction | actives 0.2% (n = 390,000) | HeLa A3F-eYFP + Vif (tagged APOBEC3F with the HIV-1 protein that degrades it), YFP fluorescence increase | AID 602313 | Potency, µM (series often up to 46.1 µM), inactives show top-dose activity, negative = active; also: potency is read from the fitted curve at half-maximal effect; % of control where 0% means no effect; nearly all actives have a fitted effect of over 65% in size
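HeLa cells stably expressing Vif plus C-terminally eYFP-tagged A3F were seeded, incubated overnight at 37 deg C, dosed with compound, incubated overnight again at 37 deg C. Yellow fluorescence (Ex 488/Em 500-530) reported blocked Vif-mediated A3F-eYFP degradation.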
Active calls of the source: *; ? = inconclusive; / = no result given; & = joins results of further samples; [ ] = another dose, or the depositor's remark. Unless noted, calls follow the shape of the dose curve; as a rule, active = well fitted curve in the direction sought with a large enough effect; inconclusive = small, poorly fitted or top-dose-only effect, or another doubt; inactive = no such curve, though single readings can be large; an effect the other way counts as inactive or inconclusive.

SMILES	IDH1 R132H inh	TrxR1 inh	LDHA inh	RGS4 inhibitor	TrxR1 substrate	GRP78 ERSR act	USP1-UAF1 inh	Vif-APOBEC3G blk	Vif-APOBEC3F blk
O=c1[nH]c(SCc2n[nH]c(=S)n2-c2ccccc2)nc2sc3c(c12)CCC3	-11%	?	3	0%	0%	2%	3%	-11%	-6%
CCOCC(=O)Nc1cc(C(=O)OC)ccc1C(=O)OC	0%	2%[57.1 µM]	-8	-11%	3%[57.1 µM]	-2%	-8%	0%	-2%
Cc1ccc(-c2nn3c(C)nnc3c3ccccc23)cc1S(=O)(=O)NCc1ccccc1	-2%	16%	-6	-10%	12%[57.1 µM]	-3%	-5%	1%	0%
Cc1cc2c(c(C)c1Cl)C(c1ccc3c(c1)OCO3)CC(=O)O2 (stereo unspecified)	-4%	11%	-5	2%	-1%	-3%&-6%	-12%	-4%	-2%
CC1(C)Cc2c(sc(NC(=O)COc3cccc4ccccc34)c2C#N)C(C)(C)N1	-2%	13%[11.4 µM]	-1	?	10%[57.1 µM]	-13%	18µM*	-10%	12%
O=c1c2ccccc2nc(/C=C/c2cc(Br)ccc2O)n1CCCO	1%	16%[57.1 µM]	-3	22%	12%[57.1 µM]	-14%	4%	-8%	?
COc1ccc(-c2nn(-c3ccc(F)cc3)c3c2cnc2ccc(F)cc23)cc1OC	31%	9%	-1	-22%	4%	-1%	-9%	2%	-5%
COc1cc(OC)cc(C(=O)NCCc2ccc(OC)c(OC)c2)c1	5%	19%	-5	23%	2%	-4%	3%	-1%	3%
CCCN(CC1CC1)C(=O)COC(=O)c1ccc(C)cc1O	15%	14%	2	16%	6%[57.1 µM]	1%	-3%	0%	-3%
Cc1ccc(S(=O)(=O)N2CCN(C(=O)COC(=O)COc3cccc(C(F)(F)F)c3)CC2)c(C)c1	-4%	16%	-3	26%	-9%	-4%	-11%	-1%	9%
O=C1c2ccccc2C(O)(c2ccccc2)N1c1ccncc1 (stereo unspecified)	?	-7%[57.1 µM]	-2	-42%	-1%	-5%	5%	0%	-5%
O=S(=O)(c1ccc(NC(=S)NCc2ccco2)cc1)N1CCCCC1	-11%	-21%	-2	-20%	-7%	-2%	-22%	2%	-5%
Cc1cc(NC(=O)c2ccc3c(c2)OCCO3)ccc1NC(=O)c1cc2ccccc2o1	0%	25%[57.1 µM]	-8	1%[56.9 µM]	7%[57.1 µM]	0%	-18%	3%	2%
COc1cc(OC)cc(C(=O)NNC(=O)CN2C(=O)NC(C)(c3ccccc3)C2=O)c1 (stereo unspecified)	-2%	-1%	-4	-11%	-9%	-3%	-5%	0%	-8%
Cc1ccc(NC(=O)c2ccc(F)cc2F)cc1	-4%	6%[57.1 µM]	-5	6%	6%[57.1 µM]	-6%	-11%	2%	3%
Cc1nc(NC(=O)CSc2nnc(C3CC3)n2C)sc1C	1%	14%[57.1 µM]	-4	-17%	-18%[57.1 µM]	1%	-17%	-7%	-5%
Cc1ccc(S(=O)(=O)N2CCOC23CCN(S(=O)(=O)c2c(C)cc(C)cc2C)CC3)cc1	1%	28%	-3	-30%	-3%	-4%	-23%	3%	1%
CC(C)CN(C(=O)c1ccco1)C1CCS(=O)(=O)C1 (stereo unspecified)	0%	-6%	-8	-13%	-7%	-3%	-7%	2%	2%
COc1cc(OC)c(C(=O)O/N=C(\N)c2ccccc2)cc1OC	11%	23%	-3	-22%	8%	5%	-24%	-9%	-2%
C=CCOc1ccc2ccccc2c1CNn1cn[nH]c1=S	1%	-9%	1	-22%	-2%	1%	-12%	0%	-5%
CCOc1ccc(C(=O)/C=C/c2cn(CC(O)CN3CCCCCC3)c3ccccc23)cc1 (stereo unspecified)	-4%	-15%	-1	-8%	-5%	-7%	-27%	-4%	-1%
CCN1CCN(C(=O)NCc2ccccc2)CC1	6%	8%	-8	-9%	8%	-3%	-17%	1%	5%
O=C(CNC(=O)c1ccc(Cl)cc1Cl)NCc1ccccn1	1%	14%	-9	-8%	2%	2%	-10%	3%	2%
CCCCS(=O)(=O)N1CCCC(C(=O)Oc2ccc(Cl)cc2)C1 (stereo unspecified)	4%	16%[57.1 µM]	-1	-14%	6%[57.1 µM]	1%	-18%	-1%	4%
Cc1nc2c(C)cccc2c2c1COC2	5%	-27%[57.1 µM]	-8	1%	-9%[57.1 µM]	-4%	-14%	-1%	3%
Cc1ccccc1C(=O)NCC(=O)c1ccccc1	-2%	8%	-4	-8%	-8%	-6%	-12%	3%	7%
CC1CCCC(NC(=O)c2ccc3c(c2)OCCO3)C1C (stereo unspecified)	13%	22%	-3	8%	-1%	2%	-14%	0%	-2%
COc1cc2[nH]c(C(=O)N3CCc4ccccc4C3)cc2c(OC)c1OC	-9%	12%	-2&1	46%	6%	-1%	-11%	11%	-1%
CCOc1ccccc1NC(=O)C(C)Sc1cc(-c2ccccc2)nc(C)n1 (stereo unspecified)	8%	16%	3	13%	5%	-2%	-21%	0%	-1%
CC(C)(C)N1C(=O)[C@H]2[C@@H](c3ccc(Br)cc3)N3C(=O)N(c4cccc(Cl)c4)C(=O)[C@@]3(Cc3ccccc3)[C@H]2C1=O	8%	22%[57.1 µM]	-2	-8%	-5%[57.1 µM]	-2%	-33%	1%	9%
Oc1cc(-c2cccnc2)cc2cccnc12	/	13%	2	-10%	5%	-6%	/	?	?
O=C(NCc1ccccc1)C(=O)Nc1nccs1	-1%	12%[57.1 µM]	-4	?	0%[57.1 µM]	8%	-12%	3%	-11%
CCN(Cc1ccccc1)C(=O)CSc1nc(C)cc2c1C(=O)OC2	1%	-4%	-1	6%	7%[57.1 µM]	0%	-12%	2%	-2%
CCC(=O)N(Cc1cc(=O)[nH]c2ccccc12)c1ccccc1OC	7%	9%	1	-27%[56.9 µM]	0%	-1%	-19%	-1%	14%
CC(C)(C)Cc1nnc(NC(=O)CCC2CCCCC2)s1	-10%	5%[57.1 µM]	-3	-18%	5%[57.1 µM]	-3%	-5%	2%	10%
CCC(CC)C(=O)N1CCCC(c2nc(-c3cccs3)no2)C1 (stereo unspecified)	2%	9%	-7	-44%	4%	-1%	-22%	-4%	2%
Cc1cccc(N2CCN(CC3CCCCC3)CC2)c1C	-1%	30%	-3	19%	3%	-4%	-9%	5%	-8%
CS(=O)(=O)N1CCN(C(=O)NC23CC4CC(CC(C4)C2)C3)CC1	6%	20%[57.1 µM]	-2	7%	4%[57.1 µM]	-1%	-17%	-6%	0%
CC1CC(C)CN(c2cc(=O)n(Cc3ccc(F)cc3)c(=O)[nH]2)C1 (stereo unspecified)	-1%	-52%	0	-22%	4%[57.1 µM]	-1%	-6%	-2%	-7%
Fc1ccc(CNC2CCN(Cc3ccccc3)CC2)cc1	2%	-12%	-1	9%	-12%	0%	6%	3%	10%
CN(C)c1cccc(C(=O)Nc2ccc(S(=O)(=O)Nc3nccs3)cc2)c1	-4%	14%	-5	22%	-1%	9%	4%	1%	5%
Cc1cccc(Cc2c(C)nc3nc(SCC(=O)NC4CCCCC4)nn3c2C)c1	1%	10%[2.29 µM]	1	-10%	5%[2.29 µM]	-4%	-15%	-8%	-3%
CCS(=O)(=O)N1CCCC(C(=O)NCCCN(C)Cc2ccccc2)C1 (stereo unspecified)	0%	-1%	-2	-9%	0%	-1%	-21%	0%	-28%
CCOC(=O)c1ccc(NC(=O)Nc2ccn(C)n2)cc1	3%	22%	1	1%	-6%	5%	2%	-9%	-7%
CCOc1ccccc1NC(=O)CC1C(=O)NCCN1C(=O)c1ccc(F)cc1 (stereo unspecified)	20%	18%	-1	11%	10%[11.4 µM]	-2%	-22%	-3%	-5%
CCSc1ccc([C@@H]2[C@@H]3C(=O)N(CC)C(=O)[C@@H]3[C@]3(C(=O)OC)CCCCN23)cc1OC	-19%	?	1	-6%	-4%	-4%	-16%	-5%	2%
O=C(Nc1ccccc1F)Nc1ccccc1F	5%	18%	-1	-4%	0%	3%	-20%	1%	0%
FC(F)(F)c1cccc(CNC(=S)Nc2ccccc2)c1	4%	6%[57.1 µM]	-4	-6%	-7%	-5%	-13%	2%	-5%
COCCCNc1nc2nonc2nc1N1CCN(C2CCCC2)CC1	-4%	6%	-1	-2%	2%	-2%	-21%	-9%	5%
COc1ccccc1N1CCN(S(=O)(=O)CCNC(=O)c2cc(OC)c(OC)c(OC)c2)CC1	-8%	2%	-10	8%	-4%	-3%	-7%	?	-14%
CN(C)S(=O)(=O)c1cccc(NC(=O)COc2nc3ccccc3nc2N2CCOCC2)c1	8%	-8%	-7	-14%	-12%	-6%	-8%	0%	-8%
CN(C)c1ccc(C(=O)OCC(=O)NC2CCCCC2)cc1	-5%	4%	2	0%[11.4 µM]	-4%	-1%	-3%	4%	-1%

High-throughput results deposited in PubChem by National Center for Advancing Translational Sciences (NCATS).

The list is partial, so the mix of outcomes need not match the whole.
